Tau fluor cs = counter-screen for tau fibril formation inhibitors; Potency, µM (titrated, usually from 57.7 µM), for inactives: top-dose activity change, negative = decrease; AID 1463; tau K18 P301L Alexa594 fluorescence, heparin fibrillization; actives 0.93% (n = 280,000); further: on the % scale 0 is the no-effect control and ±100 the full control effect; nearly all actives have a fitted effect of over 55% in size
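Human tau K18 P301L (15 uM unlabeled, 0.24 uM Alexa 594-labeled) in 100 mM sodium acetate pH 7 with 20 uM heparin, 6 hr at 37 C. ThT 30 uM added, 1 hr ambient; Alexa 594 FP and total fluorescence read at 555/632 nm.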
GAA glycogen mod = inhibitors or activators of human alpha-glucosidase glycogen cleavage; P10253; AID 2100; Potency, µM (titrated, usually from 76.4 µM), without a hit: at the top dose activity change, negative = inhibition, usual class: inhibitors; actives 0.38% (n = 300,000); recombinant GAA, glycogen substrate, Amplex Red glucose oxidase fluorescence;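 further: 0% = full enzyme reaction and -100% = no-enzyme basal signal; the screen sought inhibitors and activators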
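Recombinant human alpha-glucosidase (4 nM final) hydrolysed bovine liver glycogen (30 ug) for 40 min at 37 C in pH 5.0 citrate/phosphate with 0.01% Tween-20. Released glucose detected by glucose oxidase/Amplex Red, Ex 573/Em 610 nm. Compounds up to 77 uM; AC50 from Hill fits.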
Epigenetic derep = regulators of epigenetic silencing causing reporter derepression in mouse cells; murine LDR cells, GFP reporter derepression, 30 h; actives 0.2% (n = 280,000); AID 1865; Potency, µM (titrated, usually from 53.9 µM), without a hit: at the top dose GFP activation, usual class: activators; further: % of control where 0% means no effect; nearly all actives have a fitted effect of over 60% in size
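Derepression of a silenced CMV-GFP reporter in murine LDR cells is scored by enumerating GFP-positive cells with a laser-scanning microplate cytometer after 30 hours of treatment at 37 C.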
GAA spleen mod = inhibitors or activators of human alpha-glucosidase in spleen homogenate; P10253; human spleen homogenate, 4-MU-alpha-glucoside fluorescence; actives 0.006% (n = 240,000); Potency, µM (top dose mostly 79.9 µM), without a hit: top-dose activity change, negative = inhibition, usual class: inhibitors;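 further: 0% = enzyme with vehicle and -100% = no enzyme basal signal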
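Enzyme source: human spleen homogenate, 1 ug/well. Buffer 50 mM citric acid/K phosphate pH 5.0, 0.01% Tween-20. 4-MU-alpha-glucoside 1 mM; 37 C x 40 min; NaOH/glycine stop; fluorescence.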
GAA inh = blocks human lysosomal alpha-glucosidase; purified human GAA, 4-MU-alpha-glucoside fluorescence; Potency, µM (titrated, usually from 76.9 µM), for inactives: at the top dose activity change, negative = inhibition, hits mostly inhibitors; actives 0.005% (n = 200,000); AID 1466;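 further: plate controls were uninhibited enzyme wells for no effect and no-enzyme background for full effect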
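Read-out is 4-methylumbelliferone fluorescence (Ex 365/Em 440 nm) after NaOH/glycine stop at pH 10. Enzyme 4 nM, substrate 400 uM, pH 5.0 citrate buffer, 20 min room temperature; AC50 from Hill-equation concentration-response.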
GLA spleen mod = inhibitors or activators of human alpha-galactosidase in spleen homogenate; AID 2107; actives 0.008% (n = 240,000); human spleen homogenate, 4MU-alpha-Gal fluorescence, 40 min; Potency, µM (titrated, usually from 80 µM), for the others: at the top dose activity change, negative = inhibition, hits mostly inhibitors; P06280;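 further: 0% = enzyme with vehicle and -100% = no enzyme basal signal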
Target sequence (P06280 32-429 limits assumed): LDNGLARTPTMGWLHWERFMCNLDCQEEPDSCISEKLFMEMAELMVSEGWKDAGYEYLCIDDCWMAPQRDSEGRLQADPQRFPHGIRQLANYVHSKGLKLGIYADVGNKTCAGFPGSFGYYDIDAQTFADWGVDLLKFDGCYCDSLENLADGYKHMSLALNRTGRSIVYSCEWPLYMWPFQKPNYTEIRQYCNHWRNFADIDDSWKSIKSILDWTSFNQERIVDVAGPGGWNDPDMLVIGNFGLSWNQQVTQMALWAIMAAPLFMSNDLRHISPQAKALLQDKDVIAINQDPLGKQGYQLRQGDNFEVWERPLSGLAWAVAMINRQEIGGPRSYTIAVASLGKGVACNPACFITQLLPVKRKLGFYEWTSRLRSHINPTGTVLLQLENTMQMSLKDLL
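qHTS titration in buffer at pH 5.0. Alpha-galactosidase activity in spleen homogenate was measured via 4-methylumbelliferone release from 1 mM fluorogenic substrate after 40 min at 37C and a pH 10 stop. AC50 came from Hill fits of control-normalized data.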
ALDH1A1 inh = blocks purified human ALDH1A1 activity | P00352 | Purified ALDH1A1, NADH fluorescence, propionaldehyde substrate | Potency, µM (doses to about 75.3 µM), for the others: at the highest dose activity, negative = inhibition, usual class: inhibitors | actives 7.3% (n = 220,000) | AID 1030; active means well fitted inhibition curve with a large enough effect, not every such curve was filed as active; inconclusive means small, poorly fitted or top-dose-only effect, or another doubt; inactive means no such curve, though single readings can be large or run the other way;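 further: plate controls were no enzyme wells and a reference inhibitor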
Target sequence (P00352 whole entry, looked up): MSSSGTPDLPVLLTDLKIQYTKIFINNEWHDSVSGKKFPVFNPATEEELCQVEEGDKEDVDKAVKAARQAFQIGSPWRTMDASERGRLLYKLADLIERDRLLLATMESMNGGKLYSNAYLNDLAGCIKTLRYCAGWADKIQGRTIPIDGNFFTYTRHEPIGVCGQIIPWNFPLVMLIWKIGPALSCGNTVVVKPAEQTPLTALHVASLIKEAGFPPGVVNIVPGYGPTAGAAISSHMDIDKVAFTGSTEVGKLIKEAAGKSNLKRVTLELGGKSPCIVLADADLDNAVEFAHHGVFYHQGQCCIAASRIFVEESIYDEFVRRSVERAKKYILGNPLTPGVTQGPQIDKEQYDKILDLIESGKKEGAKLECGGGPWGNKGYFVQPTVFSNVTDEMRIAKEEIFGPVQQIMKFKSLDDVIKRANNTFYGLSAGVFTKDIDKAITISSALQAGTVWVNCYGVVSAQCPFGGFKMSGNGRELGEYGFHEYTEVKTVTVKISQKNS
NPSR antagonist = antagonists of human neuropeptide S receptor cAMP signaling; CHO-NPSR cells, cAMP TR-FRET, antagonist mode; AID 1461; Q6W5P4; Potency, µM (series often up to 38.3 µM), for the others: top-dose activity change, negative = inhibition, hits mostly inhibitors; actives 1% (n = 220,000); further: on the % scale 0 is the no-effect control and ±100 the full control effect; nearly all actives have a fitted effect of over 50% in size; many of its hits are not listed in these tables
* marks the source's active call; other numbers are inactive results; ? = inconclusive; . = not tested or not shown; & = joins results of further samples; [ ] = dose if it differs, or a comment. Unless noted, the call rests on the fitted dose curve; in most records, active means well fitted curve in the direction sought with a large enough effect; inconclusive means small, poorly fitted or top-dose-only effect, or another doubt; inactive means no such curve, though single readings can be large; an effect the other way counts as inactive or inconclusive. Potency means the concentration at half of the fitted maximal effect.

mol,Tau fluor cs,GAA glycogen mod,Epigenetic derep,GAA spleen mod,GAA inh,GLA spleen mod,ALDH1A1 inh,NPSR antagonist
CCOc1ccc(N2C(=O)CC(SC(=NC)Nc3ccc(F)cc3)C2=O)cc1 (stereo unspecified),-24%,-11%,-0.8%,-5%,0%,1%,6%,-13%[46.1 µM]
Cn1c(Cc2ccccc2)[n+](C)c2ccccc21,11%,-1%,1.4%,4%,2%,7%,13%,6%
O=C(c1ccccc1)N1CCN(c2ncnc3c(-c4ccccc4)nsc23)CC1,-10%,-13%,2.3%,-2%,0%,0%,?,-2%
CCOc1cccc(C(=O)N(Cc2ccco2)C2CCS(=O)(=O)C2)c1 (stereo unspecified),-4%,-2%,0.0%,-4%,1%,0%,-5%,3%[46.1 µM]
CCCCc1nc2ccccc2c(NC(=O)CN2CCCC2)c1CCC,2%,3%,-0.8%,2%,3%,-1%,?,9%[46.1 µM]
CSCCNC(C)=O,1%,-7%,-4.5%,-1%,-7%,4%,?,-2%[46.1 µM]
CCOC(=O)OCC1OC(c2ccccc2)C=CC1OC(=O)OCC (stereo unspecified),-17%[11.6 µM],.,0.8%[10.1 µM],-5%[17.4 µM],.,5%[17.5 µM],7%[13.5 µM],.
COC(=O)CSc1nc2cc3c(cc2cc1C)OCCO3,-12%,-2%,-3.9%,4%,?,2%,-3%,-7%[46.1 µM]
COCCNC(=O)Cn1c(=O)n(Cc2ccco2)c(=O)c2ccccc21,-6%,10%,-1.0%,-11%,-11%,?,?,-8%[46.1 µM]
O/N=C/c1ccccc1Oc1ccc(Cl)cc1,-16%,-11%,-1.8%,-1%,-2%,5%,3%,9%
COc1ccc(Nc2nc(-c3cccc([N+](=O)[O-])c3)nc3ccccc23)cc1,3.5µM*[quencher],1%,0.0%,12%,?,3%,2%,-30%
O=C(Nc1cccc(-c2cn3c(n2)SCC3)c1)c1ccc(Br)o1,-24%,-6%,-1.3%,.,-2%,-3%,16µM*,-10%
CC1(C)CC(=O)C(C2=NC3(CCCCCC3)Cc3ccccc32)=C(O)C1,-8%,5%,0.1%,-8%,.,-2%,.,-14%
O=C(ONC1=NCCCCC1)c1c(F)cccc1F,-2%,-3%,-0.9%,-1%,-5%,0%,-6%,0%[46.1 µM]
O=C(NCc1nc2ccccc2[nH]1)c1ccc(S(=O)(=O)N2CCOCC2)cc1,1%,1%,2.7%,-1%,-8%,1%,-6%,-5%[46.1 µM]
CCN(Cc1cc2ccc(C)cc2[nH]c1=O)C(=O)c1ccncc1,3%,1%,-0.7%,-4%,-5%,-2%,?,-6%[46.1 µM]
Cc1cc(/C=C(/C#N)c2nc3ccccc3[nH]2)c(C)n1-c1ccccc1C(=O)O,-3%,-12%,1.1%,-2%,1%,-5%,?,-8%
CCCCCc1cc(=O)oc2c(C(CCN3CCN(c4ccccc4)CC3)c3ccc4c(c3)OCO4)c(OC)cc(OC)c12 (stereo unspecified),-20%,-7%,-0.2%,-15%,.,-9%,.,-30%
COCCCn1cc(C(=O)c2cc(OC)ccc2OCC(=O)Nc2cc(C)on2)cc(C#N)c1=O,-1%,-1%,0.0%,-18%,0%,-10%,15%,-8%[46.1 µM]
c1ccc(-n2cnnc2SCc2cn3ccsc3n2)cc1,9%,1%,0.9%,6%,-9%,5%,11%,5%[46.1 µM]
N#C/C(=N\Nc1cccc(C(F)(F)F)c1)C(=O)c1csc(-c2cccnc2)n1,-15%,4%,0.0%,-1%,.,-1%,.,10µM*
Cc1nn(Cc2ccccc2)c(C)c1C(=O)OCC(=O)c1cc(C)n(CC(F)(F)F)c1C,-22%,-8%,-0.2%,-9%,?,3%,?,?
Cc1nc2c(o1)CCc1ccccc1C2N1CCN(C)CC1 (stereo unspecified),-1%&-3%,6%&-3%,-0.5%&1.6%,-7%&-2%,-10%&-5%,-6%&0%,8%&3%,-9%[46.1 µM]
COc1ccccc1-c1cc(C(=O)N/N=C/c2sccc2C)c2ccccc2n1,-6%,-12%,-1.0%,9%,-3%,11%,?,-25%[46.1 µM]
Cc1c(NC(=O)CSc2ccc(Cl)cc2)cccc1-c1nc2ncccc2o1,-27%,9%,1.3%,1%,-5%,1%,-7%,-5%[46.1 µM]
CCCCC(=O)OCC(=O)c1[nH]c(C)c(C(=O)OCC)c1C,-9%,2%,13%,-3%,-2%,0%,9%,-4%[46.1 µM]
S=c1[nH]nc(-c2cccc(Cl)c2)n1CCN1CCCCC1,0%,4%,8.4%,-1%,7%,0%,-3%,14%
Cc1cc2cc(C#N)c(N3CCN(S(C)(=O)=O)CC3)nc2cc1C,-24%,-7%,-1.6%,3%,?,8%,?,10%
CS(=O)(=O)N1CCC(C(=O)N2CCN(c3ccccc3)CC2)CC1,-6%,-6%,-0.9%,0%,-2%,3%,-3%,24%
CCCc1nc(SCC(=O)N2CCc3ccccc32)c2c(C)c(C)sc2n1,1%,3%,-0.4%,-1%,0%,-12%,6%,-10%[46.1 µM]
CCOC(=O)c1c(C)[nH]c(=S)c(C#N)c1-c1ccccc1,2%,-1%,2.5%,-4%,-7%,-3%,?,7.9µM*
CCc1cc(/C(Cc2ccccn2)=N\Nc2ccccc2)c(O)cc1O,?,?,-1.1%,1%,2%,-3%,7.9µM*,-37%
CSc1nc(N(C)C)c2ccccc2n1,0%,-6%,1.8%,3%,9%,3%,1%,6%
Cc1c(Nc2nc(C(F)(F)F)nc3ccccc23)c(=O)n(-c2ccccc2)n1C,6%,-10%,0.2%[10.1 µM],7%,10%,6%,1%,4%
COc1ccc(C)cc1-n1c(-c2ccncc2)n[nH]c1=S,-4%,0%,-1.1%,1%,-6%,1%,?,-19%[46.1 µM]
COc1cccc(NC(=O)COC(=O)COc2ccccc2[N+](=O)[O-])c1,-8%,-2%,0.9%,8%,-3%,8%,8%,4%
CCc1cc2c(=O)[nH]cnc2s1,-12%,1%,0.0%,-6%,6%,11%,4%,-8%[46.1 µM]
CC(C)(CSc1ccccn1)NS(=O)(=O)c1ccc(Cl)cc1,-12%,0%,0.0%,-10%,-2%,-1%,10µM*,-5%
c1ccc(-n2nnnc2NC2CCCCC2)cc1,-9%,1%,-11%,-3%,1%,9%,-1%,-10%[46.1 µM]
O=C(Nc1ccc(S(=O)(=O)Nc2ccccc2)cc1)C1COc2ccccc2O1 (stereo unspecified),2%,-22%,2.5%,6%,1%,16%,-1%,-22%[46.1 µM]
CCN1C(=O)/C(=C2\SC(=S)N(CC3CCCO3)C2=O)c2ccccc21 (stereo unspecified),-24%,-12%,-1.0%,-5%,-2%,-6%,?,-1%[46.1 µM]
CCCCNC(=O)NNC(=O)COc1cc(C)cc(C)c1,-3%,-3%,0.0%,4%,2%,4%,11%,22%
CCOc1ccccc1N(C(=O)CNC(=O)c1ccco1)C(C(=O)NC1CCCC1)c1cccnc1 (stereo unspecified),-4%,3%,0.0%,-3%,-3%,-9%,-11%,1%[46.1 µM]
Cc1cc2ncn(C(=O)N3CCCCC3)c2cc1C,4%,-3%,-1.7%,1%,0%,-3%,12%,-7%[46.1 µM]
O=C(CC1(O)C(=O)N(Cc2ccccc2)c2ccccc21)c1ccc2c(c1)OCO2 (stereo unspecified),-22%,-11%,-1.7%,-2%,-14%,1%,7.1µM*,-16%[46.1 µM]
Fc1ccc(-n2c(CN3CCCCC3)n[nH]c2=S)cc1,8%,-1%,1.1%,-7%,5%,6%,?,11%
Cc1nc(N)c(Br)c(C)c1Br,4%,-13%,-0.5%,7%,-3%,4%,2%,18%
CCOC(=O)CN(C)Cc1c[nH]c2ccccc12,-30%,6%,4.0%,-1%,-10%,-5%,22µM*,2%[46.1 µM]
N#C/C(=C\c1ccc(-c2cccc([N+](=O)[O-])c2)o1)C(=O)NCCN1CCOCC1,-17%,-3%,6.4%,-11%,-4%,-14%,25µM*,-17%
O=c1oc(-c2cccc(Cl)c2)nc2c1cnn2-c1ccccc1,-2%,0%,-2.6%,1%,8%,-3%,?,-12%[46.1 µM]

Continued.
mol,Tau fluor cs,GAA glycogen mod,Epigenetic derep,GAA spleen mod,GAA inh,GLA spleen mod,ALDH1A1 inh,NPSR antagonist
COc1ccccc1NC(=O)Cn1nnc2sc3c(c2c1=O)CC(C)(C)OC3,-11%,2%,0.3%,1%,.,-16%,.,-6%
O=C(NCc1ccccc1)c1nc[nH]c1C(=O)NCc1ccccc1,-10%,-12%,-1.1%,1%,?,0%,2.5µM*,27%
CC1CN(C(=O)c2ccc3c(c2)OCO3)CC(C)O1 (stereo unspecified),1%,5%,-0.3%,-5%,-1%,-16%,13%,-4%[46.1 µM]
Cc1cnn(-c2nc(-c3cccs3)cc(C(F)(F)F)n2)c1,-9%,4%,-1.1%,-9%,-2%,-13%,?,-10%[46.1 µM]
Fc1cccc(Cn2cc(C(=S)N3CCOCC3)c3ccccc32)c1,-19%,-1%,-1.1%,4%,-25%,6%,0%,-38%
CON(C)c1nc(Oc2ccc(=O)[nH]n2)nc(N(C)C)n1,6%,3%,-1.1%,-4%,-4%,-3%,6%,0%[46.1 µM]
C=CCNc1nc(NCc2ccco2)nc(OCC)n1,-5%,-4%,1.9%,-10%,6%,-8%,0%,-4%[46.1 µM]
O=C(CN(c1ccc(F)cc1)S(=O)(=O)c1ccccc1)Nc1ccccc1C(=O)O,8%,-2%,-5.2%,-5%,3%,-4%,1%,-58%
CCCNC(=O)c1cccc(C(F)(F)F)c1,-8%,13%,-1.0%,-5%,-5%,-5%,?,4%[46.1 µM]
O=C(CN1C(=O)C2C3C=CC(C3)C2C1=O)NCc1ccccc1 (stereo unspecified),6%,5%,-1.0%,-1%,1%,-7%,1%,4%[46.1 µM]
C=C1CCN([C@H](C(=O)Nc2ccc(OC)cc2)C(C)C)S(=O)(=O)c2ccccc21,-6%,-8%,-1.1%,6%,.,8%,.,-2%

Source: PubChem

A portion of the library; rates above refer to the full screens.
